OXTR agonist: human OXTR agonists, primary screen, fluorescence, CHO-OTR cells, Fluo-8 calcium; Oxytocin receptor (Homo sapiens), P30559; Fluo-8 calcium fluorescence; normalized: DMSO 0%, oxytocin 100%; activation, % at 3 µM; hit rate 0.32% among 320,000; AID 2435, 2010;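 active means activation above the mean of all tested compounds plus 3 SD, cutoff set per screening run, cut at about 20% in these data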;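 further: peak over basal fluorescence ratio from a 100 s FLIPR kinetic read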
Target sequence (P30559 whole entry, looked up): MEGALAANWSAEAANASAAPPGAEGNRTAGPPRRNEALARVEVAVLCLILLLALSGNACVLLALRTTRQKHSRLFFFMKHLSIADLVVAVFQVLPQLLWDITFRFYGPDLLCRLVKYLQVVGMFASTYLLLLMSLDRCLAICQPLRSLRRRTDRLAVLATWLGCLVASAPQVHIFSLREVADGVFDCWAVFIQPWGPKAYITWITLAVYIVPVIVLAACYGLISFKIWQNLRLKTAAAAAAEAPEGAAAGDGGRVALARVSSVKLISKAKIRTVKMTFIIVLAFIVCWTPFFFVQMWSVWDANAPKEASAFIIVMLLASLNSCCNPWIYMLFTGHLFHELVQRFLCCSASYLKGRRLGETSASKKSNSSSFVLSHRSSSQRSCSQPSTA
GPR7 antagonist: GPR7 receptor antagonists, primary screen, cell-based, fluorescence, single concentration. Neuropeptides B/W receptor type 1 (Homo sapiens), P48145. GPR7-expressing cells, fluorescence antagonist assay. inhibition, % at 4.4 µM. hit rate 1.1% among 290,000; in the data active means inhibition above about 16%, passing the limit was not always enough;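 further: cells stimulated with the agonist NPW; 0% = agonist with vehicle and 100% = vehicle without agonist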
Target sequence (P48145 whole entry, looked up): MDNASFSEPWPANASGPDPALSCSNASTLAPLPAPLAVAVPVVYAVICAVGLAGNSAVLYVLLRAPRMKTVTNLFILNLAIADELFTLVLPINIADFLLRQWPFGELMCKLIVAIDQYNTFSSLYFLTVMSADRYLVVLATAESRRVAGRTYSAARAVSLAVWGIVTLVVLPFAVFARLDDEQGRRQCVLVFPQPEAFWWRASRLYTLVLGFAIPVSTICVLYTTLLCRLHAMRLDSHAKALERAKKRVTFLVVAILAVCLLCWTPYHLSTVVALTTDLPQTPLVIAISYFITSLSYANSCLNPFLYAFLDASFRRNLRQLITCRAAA
OXTR potentiate: human OXTR potentiators, primary screen, fluorescence, CHO-OTR cells, Fluo-8 calcium. Oxytocin receptor (Homo sapiens), P30559. Fluo-8 calcium fluorescence, potentiator mode; 0% = oxytocin EC15, 100% = EC100. activation, % at 3 µM. hit rate 0.061% among 320,000. AID 2445, 2010;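 active means activation above that plate's cutoff, the mean activation of tested compounds plus 3 SD, cut at about 6.6% in these data, passing the limit was not always enough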;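 further: 100% uses oxytocin at 75 nM as the full agonist control; some results filed as inactive read as strong as hits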
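Replication – single well per compound, singlicate · Assay system – CHO cell line stably expressing human OTR · Timing – 6 min pre-incubation, 100 s read · Measure – normalized max/min fluorescence ratio, % activation · Doses – 3.0 µM, one dose · Detection – Fluo-8 calcium dye fluorescence · Probe or stimulus – oxytocin near EC15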
CHO-K1 Ca PAM: nonselective calcium activators in parental CHO-K1 cells, primary screen, counter-screen for M1 PAM project, cell-based, Fluo-8 calcium fluorescence, full deck, 1536-well | ATP EC20; 0% at ATP EC20, 100% at ATP max | activation, % at 3 µM | hit rate 0.02% among 360,000;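 active means activation above the run cutoff, the mean activation of all test compounds plus 3 SD, cut at about 40% in these data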;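 further: peak over basal fluorescence ratio in a 140 s read after ATP addition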
M1 ag parental: counter-screen for M1 agonists: effect in parental CHO-K1 cells; Fluo-8 calcium fluorescence; scaled to maximal ATP response, vehicle zero; activation, % at 3 µM; hit rate 0.48% among 360,000; AID 602248, 2012; in the data active means activation above about 15%;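 further: untransfected CHO-K1 host cells lacking M1 receptor as counterscreen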
V1R ag counter: agonists of human V1a receptor, primary screen, counter-screen for OXTR agonist project, fluorescence, CHO-V1R cells; hit rate 0.25% among 320,000; Fluo-8 calcium fluorescence, agonist mode; 0% DMSO, 100% 3 nM vasopressin; activation, % at 3 µM;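 active means activation above the mean activation of all tested compounds plus 3 SD, per screening run, cut at about 20% in these data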;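 further: signal is peak over basal fluorescence ratio across a 100 second FLIPR read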
TAAR1 antagonist: human TAAR1 antagonists, primary screen, Fluo-8 calcium fluorescence, CHO RD-HGA16 cells. Trace amine-associated receptor 1 (Homo sapiens), Q96RJ0. hit rate 1.5% among 360,000. AID 624466, 2012. antagonist. inhibition, % at 3 µM;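 active means inhibition above a per-plate cutoff, the mean inhibition of test compounds on that plate plus 3 SD, cut at about 49% in these data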;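 further: 0% = DMSO plus EC80 beta-PEA response and 100% = DMSO alone without agonist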
Target sequence (Q96RJ0 whole entry, looked up): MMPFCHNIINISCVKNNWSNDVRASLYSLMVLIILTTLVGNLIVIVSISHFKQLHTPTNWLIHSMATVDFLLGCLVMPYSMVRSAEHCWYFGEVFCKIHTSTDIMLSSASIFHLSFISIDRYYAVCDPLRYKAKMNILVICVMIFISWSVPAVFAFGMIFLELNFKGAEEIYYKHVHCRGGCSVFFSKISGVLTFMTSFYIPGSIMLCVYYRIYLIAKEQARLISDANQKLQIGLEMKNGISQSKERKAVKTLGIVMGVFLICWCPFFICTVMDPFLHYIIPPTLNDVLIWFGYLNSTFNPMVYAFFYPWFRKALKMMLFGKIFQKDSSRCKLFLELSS
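Assay system: CHO-derived RD-HGA16 cells stably expressing human TAAR1 plus Gα16. Timing: 140 s kinetic read after compound, 140 s after agonist. Technique: kinetic Fluo-8 calcium fluorescence measurement. Measure: % inhibition of agonist calcium response.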
CHO-K1 Ca antag: M1 antagonist counterscreen hit in parental CHO-K1 cells. hit rate 0.6% among 360,000. inhibition, % at 3 µM. ATP-induced calcium, Fluo-8 fluorescence;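 active means inhibition above a per-plate cutoff, the plate's mean sample inhibition plus 3 SD, cut at about 24% in these data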;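 further: 0% = DMSO plus EC80 ATP and 100% = DMSO alone without ATP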
CHO parental Ca: ATP-evoked calcium signal inhibitors, parental CHO, primary screen, counter-screen for OX1R antagonist project, cell-based, fluorescence, Fluo-8 calcium dye. parental CHO-K1, ATP-induced calcium, Fluo-8 fluorescence. inhibition, % at 5.6 µM. hit rate 0.63% among 330,000;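 active means inhibition above that plate's mean sample inhibition plus 3 SD, cut at about 26% in these data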;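 further: 0% = ATP-challenged DMSO wells and 100% = DMSO wells without ATP; some compounds past the cut are filed as inactive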
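Material: parental CHO cells / Compound: single nominal dose of 5.6 µM per compound / Signal: Fluo-8 fluorescence / Replicates: singlicate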
The depositor's hits bear a star; / = not tested or not shown.

SMILES | OXTR agonist | GPR7 antagonist | OXTR potentiate | CHO-K1 Ca PAM | M1 ag parental | V1R ag counter | TAAR1 antagonist | CHO-K1 Ca antag | CHO parental Ca
Cn1c(CNC(=O)CNC(=O)Cc2ccccc2)cc(=O)n(C)c1=O | 0.4 | -17.9 | -4.0 | 0.5 | 0.6 | -0.2 | -23.1 | -8.6 | 0.9
COc1ccc(Cc2nc(=S)[nH][nH]2)cc1Br | -0.7 | -10.0 | -14.1 | 14.8 | 0.6 | -0.6 | 17.0 | -8.4 | -1.8
Cc1c(C)c2ccc(OC3CCCCC3=O)cc2oc1=O (stereo unspecified) | -0.3 | -7.0 | -5.3 | 0.7 | 0.3 | 0.0 | -9.5 | 0.5 | -23.6
CC(C)(C)NC(=O)C(=O)NN=C1CCCCCCCCCCC1 | 0.0 | -12.1 | -3.8 | 16.2 | 2.0 | 0.4 | 2.9 | -9.4 | -7.4
CC1=C(C(=O)N(C)C)CC(CC(=O)NC2CCCC2)C(=O)N1Cc1ccc(F)cc1 (stereo unspecified) | / | / | / | 9.6 | 0.1 | / | -12.2 | -4.5 | /
CC1=C(C(=O)Nc2ccccc2)C(c2ccccn2)n2nc(CCCO)nc2N1 (stereo unspecified) | -0.3 | / | -4.7 | -2.7 | -0.3 | 0.3 | -17.4 | 5.5 | 13.5
Cc1ccc(S(=O)(=O)N(C)CC(=O)Nc2nc3ccccc3s2)cc1 | 6.9 | -9.5 | -11.3 | -11.2 | 1.5 | 6.0 | 31.5 | 23.9* | 6.2
Clc1ccccc1N=C1NN=C(c2cccs2)CS1 | -2.5 | 1.3 | -14.3 | 8.9 | 1.6 | -1.3 | 11.9 | -13.1 | -13.1
CC(C)C[C@H]1CN([C@@H](Cc2ccc(O)cc2)CN2CCC[C@@H]2CN2C(=O)C(=O)NC[C@@H]2Cc2ccccc2)C(=O)C(=O)N1CC1CCCCC1 | / | / | / | 0.2 | 0.1 | / | 14.3 | 7.8 | /
COCCNC(=O)c1ccc(CS(=O)(=O)c2ccccc2)o1 | 0.6 | 14.2 | -3.5 | 19.3 | 0.5 | 0.2 | -5.6 | -3.8 | -3.1
Cc1ccc(Cl)cc1Nc1nc(-c2sc(NC(=O)c3ccccc3)nc2C)cs1 | -0.9 | -13.7 | -1.0 | / | / | 0.5 | / | / | -8.1
COc1ccccc1CN1[C@@H](CC(=O)O)c2cc(F)ccc2S1(=O)=O | 0.0 | / | -10.1 | 6.8 | 0.1 | 0.1 | -24.0 | -5.6 | 1.6
CC(C)(C)C(=O)/C=C(N)/C=C/c1ccccc1 | -1.0 | -14.4 | -6.5 | 22.9 | 0.6 | -1.6 | 3.3 | -3.0 | -12.2
O=C(c1ccccc1)c1ccc(O)c(O)c1O | / | / | / | -11.1 | 0.0 | / | -13.7 | 3.6 | /
COc1ccccc1NC(=O)COC(=O)Cc1c[nH]c2ccccc12 | 1.6 | 3.2 | -4.2 | -7.8 | 3.0 | 0.0 | 14.2 | -8.6 | 10.2
CN1CCN(C(=O)c2cc3ccccc3[nH]2)CC1 | 0.6 | -11.1 | -6.9 | 5.5 | -0.1 | -1.1 | 5.9 | -1.6 | -4.7
CCc1ccccc1N1CC(C(=O)Nc2nccs2)CC1=O (stereo unspecified) | 1.4 | 8.6 | -6.0 | 0.1 | 0.9 | 1.7 | 13.1 | -8.5 | -2.2
Cc1cccc(NC(=O)CN(C)S(=O)(=O)c2ccc3c(c2)n(C)c(=O)c(=O)n3C)c1C | -0.4 | -16.7 | -8.9 | 14.4 | 0.6 | 0.1 | -34.9 | -8.2 | -1.6
CCN(C(=O)CSc1ncnc2c1cnn2-c1ccccc1)C1CCS(=O)(=O)C1 (stereo unspecified) | 0.7 | / | -7.2 | -5.7 | -0.3 | 0.1 | -5.5 | 5.0 | 10.9
Nc1ccc2nc(SCC(=O)c3ccccc3)sc2c1 | -0.1 | -8.1 | -11.2 | 16.9 | 1.0 | -0.5 | 3.7 | -4.5 | -7.3
COc1ccc2c(c1)OC[C@H]1[C@H]2N2C(=O)c3cc(C)ccc3NC(=O)[C@@]2(C)[C@H]1c1ccccc1 | -1.1 | / | -2.9 | 26.1 | 0.5 | 1.4 | / | -26.6 | -21.0
OCCC1CN(Cc2ccc3cccc(F)c3n2)CCN1Cc1ccccc1 (stereo unspecified) | -0.9 | -10.9 | -0.5 | 16.6 | 0.5 | 0.0 | -10.9 | -5.2 | -17.0
COc1cc(C2=NOC(C(=O)N3CCCCCC3)C2)cc(OC)c1OC (stereo unspecified) | 0.1 | 2.8 | -1.9 | 18.9 | 0.2 | 0.2 | 19.7 | -0.3 | -17.7
COc1ccc(/C(N)=N/OC(=O)CSc2ccc(C)cc2)cc1 | -0.1 | 13.0 | -1.9 | 20.2 | 1.2 | 0.9 | 9.5 | -8.6 | -13.4
CC(=O)c1ccc(NC(=O)/C(C#N)=C/c2ccncc2)cc1 | 0.0 | -17.3 | 5.0 | 9.8 | 1.4 | 3.0 | -35.8 | -7.7 | 0.8
O=C1CC(C(=O)Nc2ccccc2C(=O)O)C(c2ccccc2)O1 (stereo unspecified) | 0.6 | -10.5 | -9.2 | 22.9 | 0.7 | 0.7 | -4.1 | -25.4 | -10.9
CC1(C)COC(Cc2ccccc2)=N1 | / | / | / | 7.0 | 0.2 | / | -2.1 | -15.0 | /
COc1ccccc1CNCCS(=O)(=O)NCc1ccccc1OC | / | / | / | 29.2 | 1.3 | / | -7.9 | -9.5 | /
Cc1ccc(C(=O)N/C(=C\c2ccco2)C(=O)N2CCSCC2)cc1C | -0.1 | 0.8 | -3.2 | 25.7 | 0.7 | -0.1 | -7.1 | -4.7 | -13.5
O=C(COC(=O)C1COc2ccccc2O1)Nc1ccccc1OC(F)F (stereo unspecified) | 1.6 | / | -6.2 | 3.1 | -0.2 | 1.0 | 6.4 | -1.1 | -13.6
CCOc1ncccc1C(=O)Nc1ccc(Cl)c(S(=O)(=O)N2CCCC2)c1 | 4.1 | 1.3 | -9.4 | -9.5 | 8.0 | 2.8 | -2.9 | -2.9 | -4.2
COc1ccc(N2CCN(C(CNC(=O)C(C)(C)C)c3ccco3)CC2)cc1 (stereo unspecified) | 1.7 | -0.4 | -2.3 | 11.8 | 0.5 | -0.4 | -19.2 | -15.5 | -28.6
CCCCNC(=O)Nc1ccccc1C(=O)NCc1ccco1 | -1.7 | 3.1 | 2.9 | 0.4 | 0.5 | 0.3 | 11.1 | -1.6 | -15.1
COc1ccccc1Cn1c(-c2ccco2)nc2nc3ccccc3nc21 | -0.8 | 10.4 | -1.8 | 15.0 | 0.7 | -1.1 | 6.4 | 1.0 | -8.8
C=CCN1CCN(C(c2ccccc2OC)c2nnnn2C(C)(C)C)CC1 (stereo unspecified) | -0.7 | 4.9 | -4.6 | 19.8 | 1.5 | -0.5 | 5.7 | -8.1 | -3.9
O=C1c2cccc3cccc(c23)C(=O)N1CC1CCN(CC(O)COc2ccc3ccccc3c2)CC1 (stereo unspecified) | 2.9 | / | -10.3 | 10.8 | 11.1 | 8.4 | -13.9 | -1.9 | 9.2
Cc1cc(C)c(C)c(OCCCn2ccnc2)c1 | -0.2 | -9.6 | -2.5 | 6.9 | -0.2 | 0.7 | -5.8 | 2.5 | -7.5
COCCNC(=O)c1cnn2c(C(F)F)cc(-c3ccccc3)nc12 | -0.4 | -2.7 | 4.1 | 5.6 | 1.2 | 0.0 | 6.8 | -6.4 | -7.2
CC(C)(C)c1ccc(S(=O)(=O)NCC(=O)N2CCCC2)cc1 | 3.4 | -10.0 | -12.4 | 14.4 | 2.1 | 1.2 | -0.8 | -15.4 | 1.9
Cc1ccc2nc(N/C(=N/S(=O)(=O)c3ccc(F)cc3F)c3ccccc3)sc2c1 | 0.7 | -11.9 | -1.4 | 20.8 | 2.9 | 0.6 | -50.1 | -19.7 | -13.7
CC(C)(O)C(=O)NN(C(=O)c1ccccc1)c1ccc2ccccc2c1 | 0.2 | 8.8 | 1.7 | -2.6 | -0.2 | 0.1 | / | -0.8 | -19.4
O=c1cc(-c2ccncc2)oc2ccccc12 | -0.5 | -2.5 | -6.4 | 21.5 | 0.2 | -0.6 | 6.7 | -7.5 | -10.5
CN(C(=O)c1ccncc1)C1CCCCC1 | -0.3 | -13.3 | 3.8 | 21.6 | 0.1 | 1.2 | -24.5 | -10.5 | 1.4
Cc1nc2ncnn2c(N2CCCC(C(=O)Nc3ccccc3Br)C2)c1C (stereo unspecified) | 1.2 | -9.5 | -4.5 | -19.0 | 1.8 | 4.3 | -10.2 | 9.9 | -12.7
COc1ccccc1-c1nnc(SCC(=O)Nc2ccc(N3CCOCC3)cc2)n1N | 1.3 | / | 1.9 | 13.1 | 2.4 | -0.2 | -8.8 | -5.3 | -5.7
CC(=O)OC1CC(C)(C)N(OC(=O)c2ccccc2)C(C)(C)C1 | -2.5 | -3.6 | -13.3 | -0.2 | 0.1 | -1.4 | 7.3 | 0.8 | -12.8
COc1ccc(-c2nnn(CC(=O)N(Cc3ccccc3Cl)C(C(=O)NCC3CCCO3)c3ccco3)n2)cc1OC (stereo unspecified) | 7.2 | 2.0 | -10.5 | 2.3 | 2.2 | 6.3 | 32.2 | 21.6 | 5.6
CCOCCCNC(=O)C(NC(=O)c1ccc(=O)[nH]c1)c1ccccc1 (stereo unspecified) | 2.8 | 0.1 | -5.7 | 16.7 | -0.2 | 1.4 | -5.4 | -10.3 | -1.2
Cc1ccn2c(CNC(C)CCn3cccn3)c(C(=O)N3CCCCCC3)nc2c1 (stereo unspecified) | 2.1 | -14.2 | 2.9 | 0.1 | 0.0 | -0.5 | -6.6 | -4.6 | -6.1
C[C@H](CO)N1C[C@H](C)[C@@H](CN(C)S(=O)(=O)c2ccccc2)Oc2ccc(NC(=O)Nc3ccccc3)cc2C1=O | 1.0 | / | 4.5 | -11.3 | -0.1 | 1.1 | 10.9 | 17.1 | -19.6
COc1ccccc1Nc1nnc(SCC(=O)c2cc(C)n(CC3CCCO3)c2C)s1 (stereo unspecified) | -1.3 | 11.9 | -16.6 | -4.7 | 0.6 | 1.7 | 20.4 | 9.9 | -7.5
COc1ccc(C(=O)NNC(=O)c2ccccc2[N+](=O)[O-])cc1 | 0.7 | 0.3 | 0.3 | 26.1 | 1.0 | -0.6 | -12.7 | -4.5 | 0.9
CCO/C=C1\C(=O)N(CC)c2ccccc21 | -1.1 | -10.4 | -0.2 | 2.6 | -0.3 | 0.0 | -3.7 | -7.5 | -11.7
Nc1cccc(-c2cccc3nncn23)c1 | / | / | / | -0.6 | 0.7 | / | -13.3 | -8.0 | /
